Screens (PubChem)
M18AAP inhibitor: blocks P. falciparum M18 aspartyl aminopeptidase; recombinant PfM18AAP, H-Glu-NHMec fluorogenic cleavage; inhibition, % at 7.35 µM; 1.2% of 290,000 active;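 active = inhibition above the campaign mean inhibition over all tested compounds plus 3 SD, cut at about 28% in these data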;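 also: 0% = plate median of test compound wells and 100% = 2 mM ZnCl2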
GPR7 antagonist: blocks human GPR7 receptor signaling. GPR7-expressing cells, fluorescence antagonist assay. inhibition, % at 4.4 µM. 1.1% of 290,000 active. AID 1861; in the data active = inhibition above about 16%, passing the limit was not always enough;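 also: cells stimulated with the agonist NPW; 0% = agonist with vehicle and 100% = vehicle without agonist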
PHOSPHO1 inh: PHOSPHO1 (human) inhibition; Q8TCT1; recombinant PHOSPHO1, absorbance phosphatase assay; inhibition, % at 13.3 µM; 1.1% of 290,000 active; AID 1565; in the data active = inhibition above about 60%
Target sequence (Q8TCT1 whole entry, looked up): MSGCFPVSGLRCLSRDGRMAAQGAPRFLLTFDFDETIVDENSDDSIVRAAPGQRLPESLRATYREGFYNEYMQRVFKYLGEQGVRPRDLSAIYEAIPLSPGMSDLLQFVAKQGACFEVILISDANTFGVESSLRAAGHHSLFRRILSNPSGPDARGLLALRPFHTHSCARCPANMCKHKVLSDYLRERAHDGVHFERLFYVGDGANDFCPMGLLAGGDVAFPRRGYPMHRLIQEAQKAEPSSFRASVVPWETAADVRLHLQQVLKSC
OXTR ag: activates the human oxytocin receptor | 0.32% of 320,000 active | AID 2435 | CHO-OTR cells, Fluo-8 calcium fluorescence; normalized: DMSO 0%, oxytocin 100% | activation, % at 3 µM | P30559;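 active = activation above the mean of all tested compounds plus 3 SD, cutoff set per screening run, cut at about 20% in these data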;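 also: peak over basal fluorescence ratio from a 100 s FLIPR kinetic read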
NALP1 inh: inhibitors of NALP1 inflammasome in yeast | S. cerevisiae NALP1/ASC/caspase-1 growth, X-gal OD620, 72 h | inhibition, % at 10 µM | 0.61% of 280,000 active | AID 2071; in the data active = inhibition mostly above about 24%, no sharp cut-off; inactive = mostly below about 32%; also: some compounds called inactive have numbers as strong as hits
FID counter: fluorescent intercalator displacement, NS3 helicase counter-screen | inhibition, % at 7.9 µM | DNA fluorescent intercalator displacement, fluorescence | 0.17% of 290,000 active; in the data active = inhibition above about 37%;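 also: 0% = vehicle and 100% = reference compound; higher means more ethidium bromide displaced from hairpin DNA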
MEKK2 mut-MEK5: signal of MEK5 binding to mutant human MEKK2 PB1 domain | bead flow cytometry, Alexa488-MEK5 binding to MEKK2 mutant | percent response, % at 10 µM | 0.35% of 290,000 active | AID 1530; in the data active = percent response above about 24%, passing the limit was not always enough; also: inactives centre near 1; some results filed as inactive read as strong as hits; reference of the scale not given here
MEKK3 PB1 HTS: MEKK3-MEK5 PB1 interaction, increase or decrease. binding response (% of control), % at 10 µM. bead-based flow cytometry, Alexa488-MEK5 binding to MEKK3; actives lie on both sides; 0 = blocked by unlabeled MEK5, 100 = vehicle. Q99759. 1.4% of 290,000 active;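 active = binding response more than 3 SD above or below the average of its plate-row segment, actives on both sides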;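 also: Alexa488 bead fluorescence after subtracting the streptavidin-only scavenger bead signal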
Target sequence (Q99759 whole entry, looked up): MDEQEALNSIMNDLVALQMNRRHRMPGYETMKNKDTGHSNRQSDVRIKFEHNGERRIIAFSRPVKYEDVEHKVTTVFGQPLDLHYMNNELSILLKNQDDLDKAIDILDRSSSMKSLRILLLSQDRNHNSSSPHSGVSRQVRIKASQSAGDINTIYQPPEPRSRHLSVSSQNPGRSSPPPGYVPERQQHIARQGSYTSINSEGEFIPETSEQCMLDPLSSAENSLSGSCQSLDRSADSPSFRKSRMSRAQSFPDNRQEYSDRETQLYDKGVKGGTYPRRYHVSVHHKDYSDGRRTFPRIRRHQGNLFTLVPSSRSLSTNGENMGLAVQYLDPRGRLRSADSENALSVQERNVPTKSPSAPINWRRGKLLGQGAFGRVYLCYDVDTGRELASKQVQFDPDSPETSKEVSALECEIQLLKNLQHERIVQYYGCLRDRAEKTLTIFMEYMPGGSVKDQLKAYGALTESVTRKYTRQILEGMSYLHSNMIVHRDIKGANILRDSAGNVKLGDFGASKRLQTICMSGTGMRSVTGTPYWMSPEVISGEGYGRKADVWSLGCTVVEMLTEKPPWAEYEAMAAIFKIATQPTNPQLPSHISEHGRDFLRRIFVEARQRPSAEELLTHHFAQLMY
MEKK2 WT-MEK5: raises or lowers MEK5 binding to wildtype human MEKK2 PB1 domain | Q9Y2U5 | bead flow cytometry, Alexa488-MEK5 binding to MEKK2 WT; actives lie on both sides | AID 1531 | binding response (% of control), % at 10 µM | 1.1% of 290,000 active; in the data active = binding response below about 67% or above about 130%
The depositor's hits bear a star; / = not tested or not shown; & = joins results of further samples; [ ] = remark or other dose. Not all compounds are listed; rates above refer to the full screens.

SMILES	M18AAP inhibitor	GPR7 antagonist	PHOSPHO1 inh	OXTR ag	NALP1 inh	FID counter	MEKK2 mut-MEK5	MEKK3 PB1 HTS	MEKK2 WT-MEK5
COc1ccc(CN2CCCC(C(=O)c3ccccc3SC)C2)cc1O (stereo not drawn)	1	1	41	1.0	-9	16	-11	104	101
CCCCn1c(O)c(C(C)=NCCc2ccccc2)c(=O)[nH]c1=O	2	4	-10	-1.1	12	-20	6	105	101
CCCCn1c(O)c(C=NC2CCCCC2N)c(=O)[nH]c1=O (stereo not drawn)	-6	-10	16	0.6	15	-2	1	104	101
Cn1c(O)c(/C=N/N2CCCCC2)c(=O)[nH]c1=O	2	4	6	0.1	30	1	1	101	98
COc1cccc(NP(=O)(Oc2ccc(Cl)cc2)Oc2ccc(Cl)cc2)c1	2	21	-17	-0.6	13	-4	-4	93	97
O=c1c2ccccc2nc(C[n+]2ccccc2)n1-c1cccc(C(F)(F)F)c1	-9	0	41	0.1	0	9	-7	107	91
COc1ccc(C(Nc2ccccc2)P(=O)(Oc2ccccc2)Oc2ccccc2)cc1 (stereo not drawn)	2	-5	-18	-0.4	3	-9	-3	101	97
CCN(CC)c1ccc(N=Cc2c(O)n(-c3ccc(OC)cc3)c(=O)[nH]c2=O)cc1	42*	-9	12	1.4	-4	-20	3	102	101
O=c1[nH]c(=O)n(Cc2ccco2)c(O)c1C=NCc1ccco1	3	-12	-5	0.8	-6	-2	1	101	95
CC(C)COc1ccc(C2(C#N)CC[N+](C)(C)CC2)cc1	-4	-15	15	-0.3	-4	4	-17	80*[inhibitor]	85
CC(C)n1cc(C(=O)N(CC(=O)NC(C)(C)C)Cc2ccccc2)cn1	-7	3	-13	-0.5	5	-11	-1	90	101
CCCCC(=O)N/N=C/c1c(O)n(Cc2ccc(F)cc2)c(=O)[nH]c1=O	-11	5	-11	-1.4	/	-16	-3	104	96
CCN(CC)CCN=Cc1c(O)n(Cc2ccccc2)c(=O)[nH]c1=O	-2&5	-5&0	21&4	1.2&1.4	14&16	-5&0	-18&7	87&112	88&113
CC(=O)NC(Cc1ccc(N(CCCl)CCCl)cc1)C(=O)NC(CC(C)C)C(=O)O (stereo not drawn)	4	-6	37	0.5	1	-4	-6	114	100
Cc1cccnc1-n1c(-c2ccccc2)nc2ccccc2c1=O	-1	-6	18	-1.0	-10	-7	-1	98	94
O=C(Nc1ccccc1)Oc1ccccc1	-1	-4	25	1.4	14	-4	0	101	101
COc1c2c(cc3c1OCO3)CC[N+](C)=C2	2	-13	40	1.0	3	-1	4	104	98
O=c1[nH]c(=O)n(CCc2ccccc2)c(O)c1C=NCc1ccc2c(c1)OCO2	3	8	-2	-0.1	3	0	-2	102	100
C[C@]12CCC3=C4CCC(=O)C=C4CC[C@H]3C1CC[C@@H]2O (stereo partly drawn)	-6	-9	1	1.8	18	-13	0	105	104
CCCCN1C(=O)/C(=C/C=C/c2ccco2)C(=O)NC1=S	11	-3	-11	/	12	-11	-22	92	64
NCC(CC(=O)O)c1ccc(Cl)cc1 (stereo not drawn)	-11	-8	-3	0.4	12	7	7	99	102
C/C(=C\c1ccc(N(C)C)cc1)[N+](=O)[O-]	12	5	1	6.5	15	6	/	/	/
COC(=O)C1=CCCN(C)C1	-5	0	28	0.5	-7	0	4	106	86
O=C1NC(=S)N(c2ccccc2F)C(=O)/C1=C\c1cccs1	3	-9	36	0.5	24	-14	14	100	109
O=C(c1cc(C(=O)NCc2ccccc2)c(=O)n(Cc2ccccc2)c1)c1cc(Cl)ccc1O	-11	2	-4	-0.3	31	-6	-2	96	94
O=C(/C=C/c1ccc2c(c1)OCO2)c1c(O)n(CCC2=CCCCC2)c(=O)[nH]c1=O	3	-6	-1	1.0	21	-6	0	117	105
CN1C(=O)C(=CN2CCN(C(=O)c3ccco3)CC2)C(=O)N(C)C1=S	-5	-9	14	0.3	20	-3	-1	100	104
CC(Cc1ccccc1)[n+]1cc(/N=C(\[O-])Nc2ccccc2)on1 (stereo not drawn)	3	-12	-2	0.5	8	-6	0	99	100
CN(C)C(=O)Oc1cccc2c(OC(=O)N(C)C)cccc12	-5	4	3	0.0	8	-11	3	106	107
CCN1CCN(Cc2ccccc2C)CC1	-4	-10	28	0.8	18	2	3	99	99
CCn1cc(CN2CCCC(C(=O)c3cccc(OC)c3)C2)c(C)n1 (stereo not drawn)	-12	-1	19	0.2	-19	0	-4	101	98
CN(C)C(=O)NC(O)C(Cl)(Cl)Cl (stereo not drawn)	-5	6	15	0.2	12	0	3	102	103
CCOc1ccc(-c2cc(C)[n+](CCN(CC)CC)c(-c3ccc(OCC)cc3)c2)cc1	-5	25*	-3	0.1	6	25	15	104	118
Cc1ccc(-n2c(O)c(/C=N/c3ncc(Br)cc3Br)c(=O)[nH]c2=O)cc1	-1	-13	26	-0.4	11	-7	-4	107	101
O=c1[nH]c(=S)n(C2CC2)c(O)c1C=NCCN1CCOCC1	2	1	0	0.6	-6	-7	-3	95	92
Cn1c(O)c(/C=N/N2CCOCC2)c(=O)[nH]c1=S	-8	-5	-44	-0.5	21	1	-15	88	91
CNC(=O)c1cccn(Cc2cccc(C(F)(F)F)c2)c1=O	-7	-14	8	3.6	12	-5	-5	103	97
CC(C)(O)[C@@H]1[C@H]2OC(=O)[C@@H]1[C@]1(O)C[C@H]3O[C@]34C(=O)O[C@H]2[C@]14C (tested in a mixture with another compound)	/	/	/	0.0	/	/	1	106	104
CN1CCN(c2nc3ccccc3c(=O)n2-c2ccccc2)CC1	-5	-2	-7	1.0	/	9	12	115	107
CCCN(CC#CCO)CCC	-2	-7	-10	0.1	3	0	4	106	102
COc1ccc(C(C)=O)cc1CC(C(=O)c1ccccc1)N(C)C (stereo not drawn)	0	-6	-11	-1.3	29	-5	9	99	111
O=C(O)CCn1cc(C=C2C(=O)NC(=O)NC2=O)c(-c2ccc(Br)cc2)n1	-3	-11	14	0.7	23	-6	-1	98	94
O=C1NC(=S)NC(=O)C1=Cc1cccc2cc3ccccc3cc12	16	4	-116	/	3	-1	-17	93	85
CCN1CCN(Cc2nnnn2C(C)(C)C)CC1	-2	-9	7	0.0	-3	0	5	106	107
COc1ncccc1C(=O)NCC(CC(=O)O)c1ccccc1 (stereo not drawn)	4	-3	7	-0.2	0	-2	4	105	105
CN1C2C=C(N(C(=O)c3ccc(Cl)cc3)c3ccccc3)CC1CC2 (stereo not drawn)	-6	-7	8	0.2	2	13	4	106	106
O=c1[nH]c(=O)n(-c2ccc(Cl)cc2)c(O)c1C=Nc1ccc(S(=O)(=O)Nc2nccs2)cc1	5	-1	-28	2.1	36	-16	-2	103	103
CC1CN=C(NCc2ccccc2)S1 (stereo not drawn)	-12	-7	-18	0.8	23	-1	4	107	107
CN1CC2=CC(O)CC3Oc4c(O)ccc(c4[C@]23C)C1 (stereo partly drawn)	/	/	/	-0.4	/	/	2	102	101
O=C(c1ccccc1)c1ccc(N=Nc2c(O)[nH]c(=O)[nH]c2=O)cc1	-8	-6	20	-0.3	-15	-1	1	107	101
O=C(Cn1nc(Cc2cccnc2)c2ccccc2c1=O)N1CCC2(CC1)OCCO2	2	2	-7	0.4	28	-15	-3	97	96
CC(=O)NC1CC2CCCC(C1)N2 (stereo not drawn)	-3	-14	-16	2.5	3	-1	1	98	97
Cc1ccc(Cc2c(C)nc3nc(SCC(=O)N4CCC5(CC4)OCCO5)nn3c2C)cc1	-2	0	6	1.9	2	-34	-11	93	85
Cc1cc(Cl)ccc1OCC(=O)N1CCN(C)CC1	-3	-8	-2	-0.1	2	-1	5	108	109
CCn1ccnc1CN1CCCC(C(=O)c2ccc(OC)cc2OC)C1 (stereo not drawn)	-4	-7	52	3.8	0	3	2	104	104
CCOC(=O)COc1ccc(/C=C2\C(=O)NC(=S)N(c3ccc(OC)cc3)C2=O)cc1OC	-6	-5	11	-1.2	-58	-29	4	106	104
COc1cc(C=C2C(=O)NC(=O)NC2=O)cc(OC)c1OC	4	-4	-12	-0.1	5	1	0	100	95
CN1CCN(c2ccc([N+](=O)[O-])c(N/N=C3\CN4CCC3CC4)c2)CC1	3	0	-16	-0.9	12	42*	-1	96	95
O=c1cccc2n1CC1CNCC2C1 (stereo not drawn)	2	-11	25	0.8	23	-4	3	98	105
CCC(=NCCN1CCCCC1)c1c(O)n(C)c(=O)n(C)c1=O	-2	-16	-20	0.2	8	-6	-4	92	101
Next section
SMILES	M18AAP inhibitor	GPR7 antagonist	PHOSPHO1 inh	OXTR ag	NALP1 inh	FID counter	MEKK2 mut-MEK5	MEKK3 PB1 HTS	MEKK2 WT-MEK5
CN(Cc1ccccc1)C(=O)CN1CCCC1=O	7	4	/	0.4	-9	-3	2	100	100
O=P(C(Cl)Cl)(N1CCCCC1)N1CCCCC1	2	-6	-12	-0.2	4	-7	-1	97	92
O=C(CNC(=O)c1cccc(Cl)c1)Nc1ccc(Br)cc1C(=O)c1ccccc1	1	-1	-4	-1.5	-6	-19	-1	103	105
COc1ccc2c3c([nH]c2c1)C(C)=NCC3	4	-5	4	-0.1	32	6	4	82	29*[inhibitor]
CN1Cc2c(c(C#N)c(N)n(C)c2=S)CC1(C)C	-11	-5	43	0.5	-1	4	-2	101	100
C[C@]12CCC3C(CC[C@H]4C[C@H](N)CC[C@]34C)C1CC[C@H]2O (stereo partly drawn)	-4	15	11	0.5	16	4	-1	102	105
CCC(=Nc1ccc2c(c1)CCC2)c1c(O)n(-c2ccc(OC)cc2)c(=O)[nH]c1=O	-1	-5	41	2.4	/	-10	4	102	101
CCC1C(c2ccccc2)NC(c2ccccc2)CC1(O)c1ccc(F)cc1 (stereo not drawn)	-2	-9	24	-2.2	3	4	43	107	152*
COc1ccc(CCNCc2ccccc2)cc1	-10	7	-1	0.8	27	7	-4	89	93
CC(C)c1ccc(N2C(=O)NC(=O)/C(=C/c3cnc(-c4ccccc4)nc3)C2=O)cc1	-10	-4	-26	-0.9	30	-15	12	101	98
Cc1cc(OCC(=O)NCc2ccncc2)c2c3c(c(=O)oc2c1)CCCC3	5	-5	22	-1.1	9	-34	5	98	102
O=C(c1ccc(Cl)cc1)C1CCCN(C2CCSCC2)C1 (stereo not drawn)	1	7	6	1.1	11	19	-9	105	99
CCN(CC)P(=O)(NC(=O)C(Cl)(Cl)Cl)N(CC)CC.[Cl-].[Cl-].[Cl-].[Nd+3]	5	-5	3	0.7	-5	1	6	103	102
C#CCNc1ccncc1S(=O)(=O)NC(=O)NC(C)C	7	-12	15	1.3	-4	0	-8	111	110

Exported with each value named: part of the list above
> CN(Cc1ccccc1)C(=O)CN1CCCC1=O
  M18AAP inhibitor: 7; GPR7 antagonist: 4; PHOSPHO1 inh: /; OXTR ag: 0.4; NALP1 inh: -9; FID counter: -3; MEKK2 mut-MEK5: 2; MEKK3 PB1 HTS: 100; MEKK2 WT-MEK5: 100
> O=P(C(Cl)Cl)(N1CCCCC1)N1CCCCC1
  M18AAP inhibitor: 2; GPR7 antagonist: -6; PHOSPHO1 inh: -12; OXTR ag: -0.2; NALP1 inh: 4; FID counter: -7; MEKK2 mut-MEK5: -1; MEKK3 PB1 HTS: 97; MEKK2 WT-MEK5: 92
> O=C(CNC(=O)c1cccc(Cl)c1)Nc1ccc(Br)cc1C(=O)c1ccccc1
  M18AAP inhibitor: 1; GPR7 antagonist: -1; PHOSPHO1 inh: -4; OXTR ag: -1.5; NALP1 inh: -6; FID counter: -19; MEKK2 mut-MEK5: -1; MEKK3 PB1 HTS: 103; MEKK2 WT-MEK5: 105
> COc1ccc2c3c([nH]c2c1)C(C)=NCC3
  M18AAP inhibitor: 4; GPR7 antagonist: -5; PHOSPHO1 inh: 4; OXTR ag: -0.1; NALP1 inh: 32; FID counter: 6; MEKK2 mut-MEK5: 4; MEKK3 PB1 HTS: 82; MEKK2 WT-MEK5: 29*[inhibitor]
